Screening data as filed in PubChem BioAssay.
XIAP displacement = XIAP antagonists, biochemical, IAP family, fluorescence polarization (AID 1018); actives 0.007% (n = 200,000); XIAP BIR domain, fluorescence polarization peptide displacement; higher % means a stronger effect; one-dose displacement, % at 20 µM; IC50 in µM for titrated hits; E3 ubiquitin-protein ligase XIAP (Homo sapiens); in the data active = displacement above about 50%; also: a part of the inactive calls stands beside numbers as strong as those of hits
Myeloid diff 2 = induction of myeloid progenitor differentiation, primary screen, cell-based, flow cytometry, MLPCN library; calls only at 10 µM; AID 624256, 2012; actives 1% (n = 360,000); ER-HoxA9 myeloid progenitors, lysozyme-GFP differentiation;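 active = normalized GFP-positive differentiation at or above the plate's own cutoff, the solvent-only control mean plus 3 SD; inconclusive = no clear call, values can overlap the other calls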;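 also: cells exposed to compound for four days before flow analysis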
LYP inhibition = inhibitors of LYP phosphatase, biochemical, fluorescence intensity, uHTS (AID 1779); recombinant LYP phosphatase, fluorescence intensity; higher % means a stronger effect; actives 0.054% (n = 290,000); inhibition, % at 11.5 µM, or IC50 in µM where a hit was titrated; Tyrosine-protein phosphatase non-receptor type 22 (Homo sapiens);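 also: plate controls were vehicle with enzyme for no effect and no enzyme for full effect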
AID2073 = inhibitors of Mint1-CaV2.2 protein interaction, biochemical, HTRF (AID 2073); one-dose inhibition, % at 20 µM; IC50 in µM for titrated hits; actives 0.19% (n = 290,000); HTRF protein-protein interaction, Mint1-CaV2.2; higher % means a stronger effect; in the data active = inhibition mostly above about 51%, no sharp cut-off; inconclusive = no clear call, values can overlap the other calls; inactive = mostly below about 53%; also: some results filed as inactive read as strong as hits
Dengue-2 NS5 capping = Dengue-2 NS5 methyltransferase inhibitors, primary screen, biochemical, confirmation dose response (AID 588689) | Genome polyprotein (Dengue virus type 2 (strain 16681-PDK53)) | actives 0.3% (n = 340,000) | Dengue-2 NS5 methyltransferase capping enzyme assay, biochemical; higher % means a stronger effect | one-dose inhibition, % at 25 µM; IC50 in µM for titrated hits; in the data active = a potency from the dose series; inconclusive = inhibition above about 29% without an active follow-up result
HIV peptide binding = inhibitors of HIV fusion peptide binding, primary screen, biochemical, uHTS, fluorescence dequenching (AID 1986); cell-free peptide binding, fluorescence dequenching, 30 min; higher % means a stronger effect; inhibition, % at 20 µM, or IC50 in µM where a hit was titrated; actives 0.3% (n = 290,000); in the data active = inhibition mostly above about 52%, no sharp cut-off; inactive = mostly below about 76%; also: some results filed as inactive read as strong as hits
Hep lipid drop = inhibitors of hepatocyte lipid droplet formation, primary screen, imaging, high-throughput imaging, BODIPY stain | AID 1656, 2009 | inhibition, % at 6.5 µM | actives 0.4% (n = 240,000) | AML12 mouse hepatocytes, oleate lipid droplets;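 active = lipid droplet intensity inhibited by at least 50%, with more than 500 cells counted; inconclusive = wells with under 300 cells, treated as cytotoxic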
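Test system: AML12 hepatocytes (mouse); reagent: oleate loading, 100 µM; dosing: one dose, 6.5 µM compound; incubation: overnight exposure; signal: fluorescence imaging, 20x objective, two fields per well; read-out basis: % inhibition of corrected integrated BODIPY droplet signal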
Siah-1 displacement = Siah-1 peptide-binding antagonists, primary screen, biochemical, fluorescence polarization, rhodamine-plectin, uHTS (AID 1817) | Siah-1 / rhodamine-plectin peptide fluorescence polarization; higher % means a stronger effect | displacement, % at 20 µM, or IC50 in µM where a hit was titrated | actives 0.02% (n = 290,000);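 active = displacement of at least 50% at 20 µM, with a fluorescence ratio check between 0.3 and a set limit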;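 also: plate controls were Siah plus tracer with DMSO for no effect and tracer alone without Siah for full effect; strong numbers were not always called active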
HEK293 NOD2/NF-kB = NOD2 signaling inhibitors, cell-based, luminescence, uHTS, HEK293 (AID 1566); HEK293 NOD2/NF-kB luciferase reporter, luminescence; higher % means a stronger effect; one-dose inhibition, % at 4 µM; EC50 in µM for titrated hits; actives 0.63% (n = 290,000); also: many of its hits are not listed in these tables
Hep lipid drop cells 6.5 µM = also measured in Hep lipid drop; calls as there; cell count; measured here: cell count, cytotoxicity flag;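 cells counted across two imaged fields per well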
Dengue-2 NS5 capping pilot replicate = recorded beside Dengue-2 NS5 capping, whose call it bears; inhibition, %; measured here: pilot screen replicate inhibition
Myeloid diff 2 GFP+ MAC1+ % = recorded beside Myeloid diff 2, whose call it bears; GFP+ MAC1+ double positive, %; measured here: differentiation confirmed by MAC1 staining
Active calls of the source: *; i = inactive; u = inconclusive; x = no result given; + = active, no number. Rule as the data show it, unless noted: active = inhibition above about 50%; inactive = the rest. These rows are one share of the data; the hit share may differ from the screen's.

SMILES	XIAP displacement	Myeloid diff 2	Myeloid diff 2 GFP+ MAC1+ %	LYP inhibition	AID2073	Dengue-2 NS5 capping	HIV peptide binding	Hep lipid drop	Hep lipid drop cells 6.5 µM	Siah-1 displacement	HEK293 NOD2/NF-kB	others
CNC(=S)N(C)CCc1cc2c(c(OC)c1C=C1C(=O)NC(=O)NC1=O)OCO2	x	i	0.8	5%	51%*	-17%	1.7%	1	780	15%	7%
Cc1cccc(-n2c(O)c(C=NCc3cccnc3)c(=O)[nH]c2=O)c1C	-2.3%	i	3.2	-1%	-3%	8%	29%	x	x	-2%	-9%
CCN1CCN(Cc2ccccc2C)CC1	0.7%	i	0.6	-1%	-11%	2%	-0.3%	-1	807	3%	-6%
CC/C=C/CC(=O)N[C@@H](c1ccccc1)[C@@H](O)C(=O)O[C@H]1C[C@@]2(O)[C@@H](OC(=O)c3ccccc3)C3[C@](C)(C(=O)[C@H](OC(C)=O)C(=C1C)C2(C)C)[C@@H](O)C[C@H]1OC[C@@]31OC(C)=O (some centres not stated)	x	u	x	-8%	1%	6%	3.2%	-31	546	4%	-16%
CCN(CC)Cc1c[nH]c2ccccc12	-9.0%	i	1.7	-4%	-2%	-2%	12%	x	x	-2%	7%
CCC(CC)NC1CCCCC1OC (configuration not stated)	-7.8%	i	0.4	-11%	2%	-1%	2.2%	-20	640	-2%	5%
O=C(O)CC1OCC=C2CN3CCC45C6=CC(=O)C(=O)C([N+](=O)[O-])=C6NC4C1C2CC35 (configuration not stated)	x	i	0.3	-6%	-13%	>100µM*	-0.4%	-8	721	35%	1%
CCN(CC)C(=O)c1ccc(NC(=O)Nc2ccccc2F)cc1	-8.6%	i	0.0	-5%	-1%	-15%	-0.2%	-3	672	3%	11%
O=C(O)[C@H]1NC[C@H]2C[C@H]21	-9.7%	i	0.9	-1%	9%	-2%	-1.1%	3	712	-5%	-14%
CC(=NCc1cccnc1)c1c(O)n(-c2ccccc2)c(=O)[nH]c1=O	1.2%	i	6.5	-5%	-2%	0%	2.4%	x	x	4%	1%
Nc1cc(N2CCNCC2)c([N+](=O)[O-])cc1Cl	-21%	i	0.6	-6%	-6%	-1%	1.7%	32	657	-2%	7%
COc1cc(C)c(-c2nc(CN3C[C@@H]4C[C@@H](C3)c3cccc(=O)n3C4)c(C)o2)cc1C	0.8%	i	0.3	-7%	39%	-7%	-1.0%	-34	690	-1%	6%
CC(C(=O)Nc1ccc(Br)cc1C(=O)c1ccccc1)N1CCCCC1 (configuration not stated)	-0.5%	i	0.4	-4%	-3%	1%	1.0%	x	x	5%	-4%	Dengue-2 NS5 capping pilot replicate=-1.5
O=C(c1ccccc1)c1cn(CC(=O)N2CCOCC2)c2ccccc12	-6.6%	i	0.7	-2%	0%	-5%	-2.5%	4	748	3%	8%
CCOc1ccc(NC(=O)c2ccc(NC(=O)COC(=O)Cc3ccccc3)cc2)cc1	-4.7%	i	0.3	-4%	20%	-1%	7.3%	-2	633	13%	4%
COc1ccc(-c2nn(CCC#N)cc2C(=O)Nc2cccc([N+](=O)[O-])c2)cc1OC	x	i	0.6	-7%	4%	9%	2.6%	6	812	0%	20%
O=C1NC(=O)C(CCc2ccccn2)(Cc2ccc3c(c2)OCO3)C(=O)N1CCc1ccccc1 (configuration not stated)	-1.9%	i	0.3	-3%	6%	-9%	-0.2%	-20	745	-1%	-15%
Cc1ccnc(NCc2c(O)ccc3ccccc23)c1	x	i	0.6	-11%	-9%	30%	1.0%	-24	772	3%	9%
CN(C)CCN(CC1CCCN(Cc2ccccc2F)C1)C(=O)Cc1ccc(F)c(F)c1 (configuration not stated)	x	i	0.2	-6%	8%	-1%	0.2%	-3	740	-2%	1%
CC(=O)N1CN(C(C)=O)CN(C(C)=O)C1	-7.1%	i	0.6	0%	3%	-5%	0.8%	8	719	3%	20%
O=C(NC1CCCCC1)Oc1cc2oc(=O)sc2cc1Cl	x	i	0.6	-7%	-68%	-2%	0.9%	-11	783	-5%	12%
Cn1c(O)c(C(=Nc2ccccc2)SCc2ccccc2Cl)c(=O)n(C)c1=O	x	i	0.8	-5%	-22%	-17%	1.1%	11	652	2%	-10%
CCS(=O)(=O)N1CCCC(C(=O)N2CCC3(CC2)OCCO3)C1 (configuration not stated)	-4.7%	i	0.7	-9%	2%	9%	-2.7%	x	x	2%	16%
CCN1CCN(c2ccc([N+](=O)[O-])cc2C(=O)OC)CC1	-1.1%	i	0.3	-5%	-8%	x	-0.8%	13	763	-4%	-4%
COc1ccccc1N1C(=O)NC(=O)/C(=C/c2ccc([N+](=O)[O-])s2)C1=O	x	x	x	0%	1%	x	43%	-8	720	26%	3%
CCC(=NCC1CCCO1)c1c(O)n(-c2ccc(OC)cc2)c(=O)[nH]c1=O (configuration not stated)	x	i	0.1	-7%	5%	1%	1.1%	-3	732	-1%	-6%
CC1=CC(C)C(COC(N)=O)(COC(N)=O)C(C)C1 (configuration not stated)	-0.8%	i	0.6	-4%	-4%	-1%	-0.3%	-8	691	1%	-8%
CCN1C[C@]2(C)CC[C@H](OC)[C@]34C2[C@H](OC(C)=O)[C@@]2(OCO[C@@]25C[C@H](OC)[C@H]2C[C@]3(O)C5[C@H]2OC)[C@@H]14	x	i	0.5	-8%	2%	-9%	-0.3%	x	x	2%	-10%
CC(C)(C)P(=O)(NCc1ccccc1)c1ccccc1 (configuration not stated)	0.2%	i	0.6	-9%	-2%	5%	-1.6%	28	770	3%	-1%
CCCc1nc2ccccc2c(=O)n1-c1ccccc1OC	-2.1%	i	0.3	-3%	3%	-9%	0.9%	x	x	0%	9%

5 records drawn at random from those above, as already listed:
SMILES	XIAP displacement	Myeloid diff 2	Myeloid diff 2 GFP+ MAC1+ %	LYP inhibition	AID2073	Dengue-2 NS5 capping	HIV peptide binding	Hep lipid drop	Hep lipid drop cells 6.5 µM	Siah-1 displacement	HEK293 NOD2/NF-kB	others
CC(C)(C)P(=O)(NCc1ccccc1)c1ccccc1 (configuration not stated)	0.2%	i	0.6	-9%	-2%	5%	-1.6%	28	770	3%	-1%
CCS(=O)(=O)N1CCCC(C(=O)N2CCC3(CC2)OCCO3)C1 (configuration not stated)	-4.7%	i	0.7	-9%	2%	9%	-2.7%	x	x	2%	16%
O=C1NC(=O)C(CCc2ccccn2)(Cc2ccc3c(c2)OCO3)C(=O)N1CCc1ccccc1 (configuration not stated)	-1.9%	i	0.3	-3%	6%	-9%	-0.2%	-20	745	-1%	-15%
Cn1c(O)c(C(=Nc2ccccc2)SCc2ccccc2Cl)c(=O)n(C)c1=O	x	i	0.8	-5%	-22%	-17%	1.1%	11	652	2%	-10%
CC1=CC(C)C(COC(N)=O)(COC(N)=O)C(C)C1 (configuration not stated)	-0.8%	i	0.6	-4%	-4%	-1%	-0.3%	-8	691	1%	-8%

Next section:
SMILES	XIAP displacement	Myeloid diff 2	Myeloid diff 2 GFP+ MAC1+ %	LYP inhibition	AID2073	Dengue-2 NS5 capping	HIV peptide binding	Hep lipid drop	Hep lipid drop cells 6.5 µM	Siah-1 displacement	HEK293 NOD2/NF-kB	others
Cn1c(O)c(Cc2cccc(Cl)c2Cl)c(=O)n(C)c1=O	x	i	0.9	-6%	4%	8%	-1.2%	8	802	5%	-9%
CC(=O)c1cn(Cc2ccc(F)cc2)c2ccccc12	x	i	0.6	-8%	2%	-6%	-0.3%	x	x	-1%	34%	Dengue-2 NS5 capping pilot replicate=-6.7
CC(C)Cn1cc(C(=O)N2CCC3(CC2)OCCO3)c2c3ccccc3n(C)c2c1=O	-0.3%	i	4.5	3%	9%	-3%	-1.4%	x	x	1%	-8%
O=C(c1ccccc1F)c1cn(CC(=O)N2CCOCC2)c2ccccc12	0.0%	i	0.4	0%	14%	1%	-0.1%	x	x	-1%	1%
CN1CCCC(C(=O)c2ccccc2)C1 (configuration not stated)	0.0%	i	0.2	-3%	-4%	1%	-0.5%	x	x	0%	3%
O=C1N(CN2CCOCC2)c2ccccc2C1(O)c1c[nH]c2ccccc12 (configuration not stated)	-4.3%	i	1.1	-3%	-4%	-4%	0.2%	x	x	-5%	1%
Cc1ccc(/C=C2/C(=O)NC(=O)N(C)C2=O)cc1	-1.6%	i	0.2	-5%	-1%	-4%	8.5%	-4	569	4%	2%
O=c1c2ccccc2nc(CNc2ccccc2)n1-c1ccccc1	x	i	0.3	-11%	-8%	-5%	-2.2%	11	743	-2%	-4%
Clc1cccc(N2CCNCC2)c1Cl	-5.4%	i	0.6	-7%	1%	-2%	2.6%	8	703	6%	1%
COc1ccc(OC)c(NC2=NCCCS2)c1	-4.3%	+	5.9*	-2%	3%	-8%	1.5%	-5	649	8%	14%
COc1ccc(-n2c(C)nc3ccccc3c2=O)c([N+](=O)[O-])c1	x	i	0.5	-6%	16%	10%	-2.1%	-1	824	19%	11%
N#Cc1ccccc1Cn1cc(C(=O)c2cccs2)c2ccccc21	-14%	i	1.9	-5%	13%	-14%	0.6%	x	x	-2%	-16%
CCCc1nc2ccccc2c(=O)n1-c1cccc(OC)c1	-14%	i	1.2	3%	4%	1%	0.0%	x	x	5%	18%
Cc1cccc(N2C(=O)NC(=O)/C(=C/c3ccc([N+](=O)[O-])o3)C2=O)c1	1.9%	x	x	-3%	9%	x	35%	-4	623	3%	2%
CC(C)(C)c1ccc(C(=O)C2CCCN(Cc3ccon3)C2)cc1 (configuration not stated)	-3.9%	i	0.2	-2%	3%	-2%	0.7%	2	680	20%	-41%
OC(CC#CCN1CCCCCC1)(c1ccccc1)C1CCCC1 (configuration not stated)	x	i	0.8	-7%	-10%	-7%	-1.4%	-4	775	7%	-36%
CCN1C(=O)/C(=C\c2ccc([N+](=O)[O-])s2)C(=O)NC1=S	36%	x	x	1%	38%	x	44%	6	697	29%	18%
CCOP(=S)(OCC)SCC(=O)NC(C(=O)O)C(C)C (configuration not stated)	-4.6%	i	0.7	-4%	0%	-4%	-0.2%	-10	767	-1%	-4%
c1ccc2c(c1)CC1CNCc3cccc(c31)S2 (configuration not stated)	-3.2%	i	0.2	2%	-4%	0%	3.6%	17	457	0%	-3%
CCC(=NCC1CCCO1)c1c(O)[nH]c(=O)[nH]c1=O (configuration not stated)	-5.9%	i	1.1	-10%	-1%	-7%	-0.6%	x	x	-1%	2%
Cc1ccc(-c2nc3ccccc3c(=O)n2-c2ccc(O)cc2)cc1	-4.8%	i	0.3	-6%	-5%	-3%	-1.6%	-8	665	0%	16%
CN(Cc1ccccc1)C(=O)CN1CCCC1=O	x	i	0.8	-9%	6%	-3%	1.0%	3	803	3%	3%
C=CCN1C(=O)NC(=O)/C(=C/c2ccc(OC)c(CSc3ccccn3)c2)C1=O	-4.0%	i	1.1	-9%	11%	14%	3.1%	x	x	2%	7%
